# KAT2A inh: qHTS Assay for Inhibitors of GCN5L2. GCN5L2 HAT assay, ThioGlo1 CoA-SH fluorescence. Potency, µM (top dose mostly 58.9 µM), inactives show at the highest dose activity change, negative = inhibition, usual class: inhibitors. 0.21% of 390,000 active. AID 504327, 2011
# Target sequence (Q92830 whole entry, looked up): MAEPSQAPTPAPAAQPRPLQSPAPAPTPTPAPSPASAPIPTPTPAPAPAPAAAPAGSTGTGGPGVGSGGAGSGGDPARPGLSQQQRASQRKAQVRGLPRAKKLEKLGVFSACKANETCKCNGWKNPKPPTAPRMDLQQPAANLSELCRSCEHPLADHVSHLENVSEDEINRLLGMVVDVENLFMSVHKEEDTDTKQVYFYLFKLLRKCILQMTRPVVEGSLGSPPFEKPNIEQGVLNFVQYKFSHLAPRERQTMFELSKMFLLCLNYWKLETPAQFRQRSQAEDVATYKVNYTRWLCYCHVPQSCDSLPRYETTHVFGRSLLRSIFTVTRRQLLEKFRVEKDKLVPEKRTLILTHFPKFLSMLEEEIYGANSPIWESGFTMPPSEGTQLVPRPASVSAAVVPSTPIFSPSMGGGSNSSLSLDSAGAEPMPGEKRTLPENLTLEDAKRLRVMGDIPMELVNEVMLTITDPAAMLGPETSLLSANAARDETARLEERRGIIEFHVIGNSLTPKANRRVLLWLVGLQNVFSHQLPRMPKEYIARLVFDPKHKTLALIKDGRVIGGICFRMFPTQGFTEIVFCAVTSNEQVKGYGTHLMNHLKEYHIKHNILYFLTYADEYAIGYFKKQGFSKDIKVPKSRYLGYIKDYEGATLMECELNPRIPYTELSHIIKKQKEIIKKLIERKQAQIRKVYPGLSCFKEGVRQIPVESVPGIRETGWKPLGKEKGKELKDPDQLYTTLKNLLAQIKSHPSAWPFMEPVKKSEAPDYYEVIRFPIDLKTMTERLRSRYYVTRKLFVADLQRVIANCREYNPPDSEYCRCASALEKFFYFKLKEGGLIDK
#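 Titration-based screen in which CoA formation is detected via maleimide probe ThioGlo1 (50uM) turning fluorescent on thiol reaction; substrates H3(1-25) 75uM and acetyl-CoA 70uM, GCN5L2 20nM, 20 min incubation at room temperature.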
# DT40 TDP1 CPT: qHTS for Inhibitors of human tyrosyl-DNA phosphodiesterase 1 (TDP1): qHTS in cells in presence of CPT. chicken DT40 Tdp1-/-;hTDP1 cells + 20 nM CPT, ATP luminescence, 48 h. Potency, µM (series often up to 46.2 µM), without a hit: top-dose activity change, negative = growth inhibition, most hits filed as inhibitors. 12% of 420,000 active. AID 686979, 2013; note: nearly all actives have a fitted effect of over 55% in size
#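 Chicken DT40 Tdp1-/- cells complemented with human TDP1, 400 cells/well, exposed to compounds plus 20 nM camptothecin for at least 48 h at 37 C; viability read as ATP content by CellTiter-Glo luminescence.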
# DT40 TDP1 no CPT: qHTS for Inhibitors of human tyrosyl-DNA phosphodiesterase 1 (TDP1): qHTS in cells in absence of CPT; Potency, µM (highest dose often 46.2 µM), without a hit: top-dose activity change, negative = growth inhibition, hits mostly inhibitors; AID 686978, 2013; 15% of 420,000 active; DT40 Tdp1-/- hTDP1 cells, no CPT, ATP luminescence, 48 h; note: nearly all actives have a fitted effect of over 55% in size
#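 Camptothecin absent (DMSO only). Human TDP1-complemented DT40 knockout cells, 400 cells/well, 37 °C for minimum 48 hr; ATP measured via CellTiter-Glo, 30 min dark incubation, luminescence.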
# * hit, by the source's call; ? = inconclusive; . = no result given; & = joins results of further samples; [ ] = remark or other dose. Calls come from the whole dose curve; as a rule, active = well fitted curve in the direction sought with a large enough effect; inconclusive = small, poorly fitted or top-dose-only effect, or another doubt; inactive = no such curve, though single readings can be large; an effect the other way counts as inactive or inconclusive. % is set by controls: 0 for no effect and ±100 for the full control effect; potency is the fitted concentration of half-maximal effect.
no.	SMILES	KAT2A inh	DT40 TDP1 CPT	DT40 TDP1 no CPT
1	O=C(Cc1ccc(F)cc1)Nc1ccc(F)c([N+](=O)[O-])c1	-4.3%	?	?
2	CCCOC(=O)c1c(NC(=O)CSc2nc(-c3ccco3)cc(C(F)(F)F)n2)sc(C(=O)OC)c1C	0.9%	-12.0%	?
3	CCN(CC)S(=O)(=O)c1ccc(C(=O)NCc2ccc3c(c2)OCO3)cc1	-10.5%	-2.9%	-2.3%
4	COc1cc2c(cc1NC(=O)CSCC(=O)O)oc1ccccc12	-11.5%	-7.6%	-1.9%
5	CN(C(=O)c1ccc(N2CCCCC2)c([N+](=O)[O-])c1)C1CCS(=O)(=O)C1 (centres undefined)	-10.0%	18.9%	-20.6%
6	CC1CCCCN1CCNC(=O)C1CC(=O)N(c2ccc(F)c(Cl)c2)C1 (centres undefined)	-14.4%	-7.6%	-4.3%
7	Cc1cccc(CN2CCC(C(N)=O)CC2)c1	-27.0%	1.6%	8.2%
8	O=C(N/N=C\c1ccc2c(c1)OCO2)c1ccc(Cn2cc(Br)c([N+](=O)[O-])n2)o1	-1.6%	-0.8%	-3.0%
9	CC(C)(C)NC(=O)Cc1ccc(Cl)c(Cl)c1	-3.7%	32.5%[activator]	-9.6%
10	COc1ccc(S(=O)(=O)Nc2cccc3c2O[C@H](CN(C)Cc2ccccc2)[C@@H](C)CN([C@H](C)CO)C3=O)cc1	-6.3%	?	?
11	CC(OC(=O)[C@@H](NC(=O)OCc1ccccc1)C(C)C)C(=O)Nc1ccc(N2CCOCC2)cc1 (some centres undefined)	.	20.6µM*	?
12	O=C(CN1C(=O)S/C(=C\c2cccc(Cl)c2)C1=O)NCCCn1ccnc1	0.7%	?	?
13	Cc1cc(-n2ccc(=O)[nH]c2=O)nc(-c2ccccc2)n1	-9.0%	-0.1%	-9.7%
14	CC(C)(C)n1nnnc1C(c1ccccc1)N1CCc2ccccc2C1 (centres undefined)	1.2%	-29.9%	?
15	COc1cccc(C(=O)N2CCC(n3nccc3NC(=O)CCOc3ccccc3)CC2)c1	-5.0%	-28.2%	?
16	O=C(CCOc1ccccc1)N1CCCC(Nc2ccccc2)C1 (centres undefined)	.	?	?
17	O=C(CCC(=O)Nc1ccc(F)cc1)N/N=C/c1ccc(F)cc1	6.6%	1.6%	-5.6%
18	CN1CCN(c2ncc3ncc(=O)n(CCc4ccccc4)c3n2)CC1	-15.0%	4.2%	2.4%
19	O=C(CC1C(=O)NCCN1C/C=C/c1ccccc1)NCCc1cnccn1 (centres undefined)	-29.9%	2.9%	-3.6%
20	COc1cccc(/C=C2/CN(C)CC3=C2OC(N)=C(C#N)C3c2cccc(OC)c2)c1 (centres undefined)	-7.5%	18.4µM*	16.4µM*
21	O=C(CC1C=Cc2ccccc2N1C(=O)c1ccccc1)c1ccccc1 (centres undefined)	?	?	-110.9%
22	Cc1ccc(S(=O)(=O)N2CCCC2C(=O)O)cc1 (centres undefined)	-1.1%	-3.6%	4.4%
23	COc1ccc(OCC(O)Cn2c(=N)n(CCN3CCCCC3)c3ccccc32)cc1 (centres undefined)	-2.9%	13µM*	18.4µM*
24	COc1ccc(-c2cn3nc(N4CCC(C(=O)Nc5cccc(C)c5C)CC4)sc3n2)cc1	-2.3%	20.6µM*	11.6µM*
25	Cc1cc(C(=O)NC2CCCc3c2cnn3-c2cccc(C)c2C)n(C)n1 (centres undefined)	31.0%[activator]	0.146µM*	0.206µM*
26	Cc1ccccc1CN1CCN(C(=O)c2cccc(F)c2)CC1	0.3%	?	-24.2%
27	O=C1c2ccccc2C(=O)N1c1ccccc1S(=O)C(F)(F)F (centres undefined)	-2.6%	9.2%	5.2%
28	C[C@]12C(=O)N(c3ccc(Br)cc3)C(=O)N1[C@@H]1c3ccccc3OC[C@@H]1[C@H]2c1ccccc1	-5.8%	?	?
29	O=S(=O)(N/N=C1/CC(c2ccccc2)Oc2ccccc21)c1ccccc1 (centres undefined)	.	-9.6%	-22.6%
30	CCCc1nc2ccc(C)cn2c1Cc1cccc(Cl)c1	.	?	16.4µM*
31	CN(C)C(=O)CSc1nc2ccccc2c(=O)[nH]1	1.4%	?	-6.9%
32	O=C(Nc1cccnc1)C1(F)C(F)(F)C(F)(F)C(F)(F)C(F)(F)C1(F)F	-12.0%	?	?
33	CCn1c(C)nc2cc(C(=O)N/N=C/c3cccc(OC)c3O)ccc21	-10.3%	?	?
34	CSc1ccc(CNC(=O)C2CCN(c3nc4ccccc4nc3C(F)(F)F)CC2)cc1	1.6%	?	?
35	O=C(COC(=O)c1cc(=O)[nH]c2ccccc12)NCc1cccs1	-5.6%	-8.0%	0.7%
36	N#Cc1ncc(C(F)(F)F)cc1Sc1ccc(N)cc1	-17.2%	?	-32.7%
37	CCn1c(=O)c([N+](=O)[O-])c(NCCN(C)C)c2ccccc21	4.3%	39.3%[activator]	11.8%
38	COc1ccc2c(c1)c1c(c(=O)n(-c3ccccc3)c(=O)n1CC(=O)Nc1ccc(C)c(C)c1)n2C	-6.4%	0.0%	0.3%
39	C=CCNC(=O)C(C)Sc1ccc(Cl)cc1 (centres undefined)	-0.3%	-28.8%	?
40	CC1CCCN(CCCNC(=O)C2CC(=O)N(CCc3ccccc3)C2)C1 (centres undefined)	0.5%	-7.1%	28.8%
41	O=S(=O)(c1cccc2cccc(Cl)c12)N1CCCC1	3.8%	1.3%	8.3%
42	CC(=O)Cc1nsc(NC(=O)c2ccc(COc3ccc(C)cc3)o2)n1	-14.1%	-0.1%	1.8%
43	CCn1ccnc1CNC(=O)CC1C(=O)NCCN1CCCc1ccccc1 (centres undefined)	-2.1%	4.0%	9.9%
44	CC1(Cc2cc(Cl)ccc2C(F)(F)F)C(=O)Nc2cc(-c3ccccc3Cl)ccc21 (centres undefined)	.	-5.6%	-24.0%
45	Cc1ccc(CNS(=O)(=O)c2cc(F)ccc2CN2C(=O)c3cccnc3C2=O)o1	-9.3%	-18.7%	23.6%
46	CCCC1=[N+](CC(=O)c2ccc(Br)cc2)CCn2cccc21	-6.2%	-0.4%	?
47	CCOc1ccc(OCC)c(NC(=O)CSc2nc3ccccc3c(=O)n2C)c1	0.6%	16.4µM*	20.6µM*
48	COc1ccccc1CN1Cc2cccc3c2[C@@H](CC1=O)[C@H](O)[C@H](O)C3	-5.3%	-6.0%&-24.3%	-5.5%&-17.2%
49	COc1ccc(/C=N/NC(=O)c2ccc(CSc3nc(C)cc(C)n3)cc2)c(OC)c1OC	-1.8%	?	?
50	COc1ccc(-c2c(C)nn3c(-c4ccccc4)cc(-c4ccccc4)nc23)cc1	-0.7%	?	?

# Remaining list, next part.
no.	SMILES	KAT2A inh	DT40 TDP1 CPT	DT40 TDP1 no CPT
51	CN(C)c1ccc(CNn2cnnc2)cc1	-1.5%	-1.1%	-1.9%
52	CCN(CC)CCNC(=O)c1ccc(CS(=O)(=O)c2ccc(Br)cc2)o1	-1.9%	?	-22.8%
53	Cc1nnc(SCC(N)=O)n1CCc1ccccc1	-1.7%	7.0%	-0.5%
54	CC(=O)CC[C@@H](C)O[C@@H]1OC(C)[C@H](O)CC1O (some centres undefined)	-0.1%	9.2%	-3.1%
55	Cc1ccc(S(=O)(=O)N2CCOCC2)cc1NC(=O)Cn1ccsc1=N	-1.3%	?	?
56	CC(C)CNC(=O)c1ccccc1NC(=O)CN(c1ccccc1)S(=O)(=O)N(C)C	-23.0%	3.4%	-8.6%
57	COc1ccc(-c2cnn(C3CCS(=O)(=O)C3)c2N)cc1 (centres undefined)	-2.9%	-3.9%	-22.9%
58	COc1ccc(Cn2c(CNC(=O)Cc3ccc(OC)c(OC)c3)nc3cccnc32)cc1	-8.1%	-19.1%	-25.2%
59	COc1ccccc1-c1cn[nH]c1-c1ccc(OCc2ccccc2F)cc1O	-14.8%	18.4µM*	14.6µM*
60	C=CCN1C(=O)/C(=C\c2ccc(Cl)cc2)N=C1SCC(=O)NCCC	-19.1%	-3.5%	-17.8%

# From entry 58 as far as 60, as listed above:
no.	SMILES	KAT2A inh	DT40 TDP1 CPT	DT40 TDP1 no CPT
58	COc1ccc(Cn2c(CNC(=O)Cc3ccc(OC)c(OC)c3)nc3cccnc32)cc1	-8.1%	-19.1%	-25.2%
59	COc1ccccc1-c1cn[nH]c1-c1ccc(OCc2ccccc2F)cc1O	-14.8%	18.4µM*	14.6µM*
60	C=CCN1C(=O)/C(=C\c2ccc(Cl)cc2)N=C1SCC(=O)NCCC	-19.1%	-3.5%	-17.8%

# Further entries:
no.	SMILES	KAT2A inh	DT40 TDP1 CPT	DT40 TDP1 no CPT
61	Cc1ccnc(NC(=O)c2ccc([N+](=O)[O-])s2)c1	-3.9%	16.4µM*	?
62	CCOC(=O)C1CCN(c2nc3ccccc3nc2C(C#N)C(=O)OC(C)COC)CC1 (centres undefined)	-4.5%	20.6µM*	18.4µM*
63	COc1cc(CN2CCNC(=O)C2CC(=O)N(C)Cc2cccnc2)cc(OC)c1 (centres undefined)	-8.2%	?	?
64	O=C(c1nc2ccc(Cl)cn2c1CN1CCCC1)N1CCc2ccccc2C1	-26.8%	-17.1%	-13.5%
65	CCN1C(=O)[C@H]2[C@@H](c3ccc(OC)cc3)N[C@]3(CCCN(Cc4ccccc4)C3=O)[C@H]2C1=O	.	3.7%	?
66	CCC(C(=O)OC)n1cnc2c(nnn2-c2ccc(F)cc2)c1=O (centres undefined)	-17.2%	-3.7%	-2.7%
67	CC(C)[C@H](NC(=O)OC(C)(C)C)C(=O)N/N=C/c1cccc2nccnc12	-4.9%	-14.7%	?
68	CCSc1nnc(SCC(=O)N2CCN(C(=O)c3ccco3)CC2)s1	-2.4%	0.3%	-7.7%
69	CCN1CCN(CC(=O)N2N=CCC2c2ccccc2)CC1 (centres undefined)	-2.3%	-3.0%	?
70	CC(C)C[C@H](NC(=O)c1[nH]cnc1C(=O)N[C@@H](Cc1ccccc1)C(=O)OCc1ccccc1)C(=O)OC(C)(C)C	-13.7%	20.6µM*	20.6µM*

# Molecules listed so far with a furan ring, fused or not, in the order listed:
no.	SMILES	KAT2A inh	DT40 TDP1 CPT	DT40 TDP1 no CPT
2	CCCOC(=O)c1c(NC(=O)CSc2nc(-c3ccco3)cc(C(F)(F)F)n2)sc(C(=O)OC)c1C	0.9%	-12.0%	?
4	COc1cc2c(cc1NC(=O)CSCC(=O)O)oc1ccccc12	-11.5%	-7.6%	-1.9%
8	O=C(N/N=C\c1ccc2c(c1)OCO2)c1ccc(Cn2cc(Br)c([N+](=O)[O-])n2)o1	-1.6%	-0.8%	-3.0%
42	CC(=O)Cc1nsc(NC(=O)c2ccc(COc3ccc(C)cc3)o2)n1	-14.1%	-0.1%	1.8%
45	Cc1ccc(CNS(=O)(=O)c2cc(F)ccc2CN2C(=O)c3cccnc3C2=O)o1	-9.3%	-18.7%	23.6%
52	CCN(CC)CCNC(=O)c1ccc(CS(=O)(=O)c2ccc(Br)cc2)o1	-1.9%	?	-22.8%
68	CCSc1nnc(SCC(=O)N2CCN(C(=O)c3ccco3)CC2)s1	-2.4%	0.3%	-7.7%

# Next entries follow:
no.	SMILES	KAT2A inh	DT40 TDP1 CPT	DT40 TDP1 no CPT
71	O=C(Nc1nccs1)C1CCCN1/C=C/C(=O)C(F)(F)F (centres undefined)	2.0%	-6.0%	-1.0%
72	COc1ccc(CCNC(=O)C2CCCN(S(=O)(=O)c3cccc4nonc34)C2)cc1OC (centres undefined)	.	-18.6%	-21.3%
73	CCCC(=O)Nc1c(-c2ccccc2)c(=O)c(C)nn1-c1ccccc1	-0.8%	15.3%	-2.9%
74	COc1ccc(CNC(=O)Cn2cc(C(F)(F)F)ccc2=O)cc1OC	2.0%	-15.8%	-18.3%
75	CCCC(c1nnnn1Cc1ccco1)N1CCN(C2CCCC2)CC1 (centres undefined)	-1.7%	-6.2%	1.1%
76	COc1ccc(C(=O)Nc2ccc(Oc3ncnc4sc(-c5ccccc5)cc34)cc2)cc1OC	1.5%	-22.9%	?
77	COc1cccc(CNC(=O)c2ccc3nc(CCc4ccccc4)oc3c2)c1OC	-8.7%	-23.1%	?
78	COCC1CCN(C(=O)c2ccc3oc(Cc4ccc(Cl)cc4)nc3c2)C1 (centres undefined)	.	?	?
79	Cc1cc(=O)[nH]c(-c2ccccc2O)n1	-3.6%	-4.1%	-2.3%
80	Cc1csc(NC(=O)CSc2nnc(-c3ccoc3C)n2Cc2ccco2)n1	-13.2%	-29.5%	?
81	N#Cc1ccc(-c2nc3ccc(Br)cn3c2Cc2ccccc2)cc1	.	11.6µM*	9.2µM*
82	Cc1ccc(C(=O)N(CC(=O)NC2CCCC2)c2ccc(F)cc2)s1	-12.5%	-1.8%	-24.1%
83	O=Cc1ccc2[nH]ccc2c1	.	6.7%	-1.9%
84	COCCn1c(=O)c(-c2cn(C)c3ccccc23)nc2cnc(N3CCOCC3)nc21	-6.9%	6.7%	4.4%
85	COCc1[nH]nc2c1C1(CCSCC1)C(C#N)=C(N)O2	-6.4%	2.2%	-2.1%
